Screening data deposited in PubChem by several laboratories.
HTR5A ag ctr = activates human HTR5A in OPRM1-OPRD1 agonist counter-screen; activation, % at 9.3 µM; P47898; 340,000 compounds, 0.61% hits; AID 504692; HTR5A agonist assay, luminescence, cell-based; in the data active means activation mostly above about 9.5%, no sharp cut-off; inactive means mostly below about 7.6%;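 further: 0% = cells with vehicle only and 100% = reference agonist; strong numbers were not always called active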
HTR5A inv ag = counter-screen for OPRM1-OPRD1 inverse agonists: human HTR5A inverse agonism | P47898 | HTR5A cell line, luminescence | inhibition, % at 9.3 µM | 340,000 compounds, 0.083% hits | AID 504634; in the data active means inhibition mostly above about 23%, no sharp cut-off; inactive means mostly below about 18%;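 further: 0% = cells with DMSO and 100% = no-cell wells with DMSO; some compounds called inactive have numbers as strong as hits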
PKA-R2B activ = PKA-R2B complex activation; P22694+P31323; PKA-R2B holoenzyme dissociation, Cy5-IP20 fluorescence polarization; R2B truncated from residue 108, S112A mutant; 0% DMSO only, 100% 113 µM cGMP; activation, % at 11.4 µM; 340,000 compounds, 0.079% hits;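 active means activation above a cutoff set at the mean over all compounds plus 3 SD, cut at about 18% in these data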;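 further: higher means more holoenzyme dissociation and a rise in polarization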
Target sequence (P31323 whole entry, looked up, other chains not shown, the tested form may be a part): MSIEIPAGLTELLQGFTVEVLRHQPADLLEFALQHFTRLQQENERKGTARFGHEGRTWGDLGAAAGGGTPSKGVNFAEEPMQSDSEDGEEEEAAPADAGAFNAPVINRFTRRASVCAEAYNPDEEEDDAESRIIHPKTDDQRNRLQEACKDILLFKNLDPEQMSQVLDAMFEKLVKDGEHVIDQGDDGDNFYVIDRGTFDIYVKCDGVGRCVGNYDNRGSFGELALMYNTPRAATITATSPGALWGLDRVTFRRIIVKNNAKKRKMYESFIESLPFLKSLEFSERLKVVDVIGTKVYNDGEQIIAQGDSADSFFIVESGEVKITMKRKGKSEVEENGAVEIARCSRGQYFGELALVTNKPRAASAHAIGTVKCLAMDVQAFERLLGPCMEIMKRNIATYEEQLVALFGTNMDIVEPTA
CDK5 p35 inh = blocks human CDK5/p35 kinase activity | Recombinant CDK5/p35, ADP-Glo luminescence, 60 min | inhibition, % at 10 µM | 330,000 compounds, 0.01% hits | AID 488839;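 active means highest replicate inhibition of at least 50% and at least 75% of replicates reaching 50%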;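 further: plate controls were DMSO neutral control for no effect and GW8510 at 10 µM for full effect; many of its hits are not listed in these tables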
Target sequence (Q00535 whole entry, looked up): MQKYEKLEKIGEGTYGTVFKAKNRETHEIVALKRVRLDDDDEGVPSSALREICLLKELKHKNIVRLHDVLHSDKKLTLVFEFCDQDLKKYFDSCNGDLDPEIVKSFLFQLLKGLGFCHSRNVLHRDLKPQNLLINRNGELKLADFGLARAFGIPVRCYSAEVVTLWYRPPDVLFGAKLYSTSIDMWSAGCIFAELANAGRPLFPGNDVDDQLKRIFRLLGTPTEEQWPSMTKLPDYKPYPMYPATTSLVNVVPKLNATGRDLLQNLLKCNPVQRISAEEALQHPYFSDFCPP
Target sequence (Q15078 whole entry, looked up): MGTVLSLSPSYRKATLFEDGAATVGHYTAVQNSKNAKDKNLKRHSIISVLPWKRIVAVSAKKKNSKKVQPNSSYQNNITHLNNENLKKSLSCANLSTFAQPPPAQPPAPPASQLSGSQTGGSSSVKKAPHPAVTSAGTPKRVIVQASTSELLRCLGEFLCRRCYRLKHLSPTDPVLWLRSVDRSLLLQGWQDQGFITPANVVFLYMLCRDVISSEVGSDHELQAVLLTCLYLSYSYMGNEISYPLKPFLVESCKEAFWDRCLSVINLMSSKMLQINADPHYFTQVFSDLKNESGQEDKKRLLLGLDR
AddAB inh = less growth of phage-infected E. coli with AddAB | E. coli expressing H. pylori AddAB, absorbance growth | inhibition, % at 11.9 µM | 330,000 compounds, 0.29% hits; in the data active means inhibition above about 12%;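 further: 0% = vehicle wells of infected cells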
Ecoli viability = reduces bacterial viability in AddAB counter-screen. inhibition, % at 11.9 µM. 330,000 compounds, 0.27% hits. E. coli V3065 growth, OD600 absorbance, 18 h. AID 449728;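 active means inhibition above the campaign's mean inhibition across all tested compounds plus 3 SD, cut at about 9.9% in these data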;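 further: uninfected addAB+ strain grown without phage in ampicillin broth; 0% = DMSO wells and 100% = ciprofloxacin 0.95 µg/ml wells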
phage Ecoli inh = E. coli growth loss with phage present | inhibition, % at 11.9 µM | AID 651602 | 360,000 compounds, 0.26% hits | growth absorbance; in the data active means inhibition above about 11%
PKA-R1A act = activates the PKA-R1A holoenzyme complex. P00514+P68181. 340,000 compounds, 0.083% hits. activation, % at 11.4 µM. PKA-R1A dissociation, Cy5-IP20 fluorescence polarization; scaled: DMSO 0%, 113 µM cGMP 100%. AID 504707;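 active means percent activation above the mean of all tested compounds plus 3 SD, cut at about 19% in these data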;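 further: higher means more PKAc released from R1A so a rise in polarization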
Tat transport = inhibitors of E. coli Tat protein transport; E. coli MC4100 TorA-mCherry Tat export, fluorescence; inhibition, % at 10 µM; 340,000 compounds, 0.036% hits; AID 488895;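 active means mean replicate inhibition at least 50% and at least half of replicates individually reaching 50%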;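 further: exported cargo escapes ClpAP degradation while cytoplasmic cargo is degraded and loses fluorescence; 0% = median of neutral control wells and 100% = median of NaSCN control wells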
SUMO Mot1 rescue = SUMOylation pathway inhibition by Mot1-301 growth rescue; S. cerevisiae Mot1-301 growth rescue, ATP luminescence, 38.5C; percent above DMSO median, 100 means doubled; growth rescue, % at 18.8 µM; 320,000 compounds, 1% hits; AID 2716;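 active means every valid replicate shows activation above 250% relative to neutral control wells; inactive means the rest, any valid replicate at or below 250%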;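 further: OY570 slx delta 5 strain wells were the positive control but not used for scaling; some compounds called inactive have numbers as strong as hits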
DAGLB inh = blocks human DAGLB lipase activity. Q8NCG7. HEK293T DAGLB membrane lysate, EnzChek fluorogenic substrate. inhibition, % at 5.17 µM. 340,000 compounds, 0.059% hits; in the data active means inhibition above about 34%;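 further: 0% = enzyme with vehicle and 100% = wells lacking enzyme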
The depositor's hits bear a star; . = not tested or not shown. Rows are unselected; any-hit rate near 2.3%.

SMILES	HTR5A ag ctr	HTR5A inv ag	PKA-R2B activ	CDK5 p35 inh	AddAB inh	Ecoli viability	phage Ecoli inh	PKA-R1A act	Tat transport	SUMO Mot1 rescue	DAGLB inh
O=C1c2cccnc2C(=O)N1Cc1ccc(S(=O)(=O)N2CCN(c3ccccc3)CC2)cc1	-2	-10	-7	-1.0	2.4	1.1	2.6	9	-8	-9	3
CCOc1ccc(-c2noc(CCC(=O)NC3CCCCC3)n2)cc1OC	6	-13	-2	-0.6	0.4	-1.0	-0.4	3	-7	746	0
O=C(Nc1ccc(-n2cnnn2)cc1)C1CCCCC1	-1	14	0	-0.2	1.5	-1.0	1.7	-4	-7	104	1
C=CCn1c(NCc2cc(Cl)ccc2O)nc2ccccc21	0	0	-7	-2.2	4.5	3.1	2.8	2	3	2	-1
Cc1cccc(C)c1NC(=O)Cn1c(=O)c2cccn2c2ccccc21	6	-1	-8	0.3	1.2	-2.1	3.4	-11	-5	3	0
Cc1ccccc1CC(=O)NC1CCN(C)CC1	-3	10	-7	0.0	.	.	2.3	-5	-8	-9	0
COc1ccc(C(CNc2ccc(S(C)(=O)=O)cc2[N+](=O)[O-])N(C)C)cc1OC (stereo unspecified)	-3	2	-6	0.5	-0.3	-3.1	1.1	7	-4	2	-2
CC(=O)C1=C(O)C(=O)N(c2cccc(Br)c2)C1c1ccccc1Cl (stereo unspecified)	1	-4	10	-0.2	1.9	0.2	2.0	8	1	-9	18
COc1cc2c(cc1OC)[C@H](C)N(C(=O)COc1ccccc1)CC2	6	-23	2	1.1	-0.7	-2.6	1.9	13	-4	-14	0
Cc1ccccc1C(=O)N/N=C/c1ccc(OCC(=O)N2CCCCC2)cc1	8	6	-9	-0.4	-1.3	-0.7	-0.6	-16	0	172	-1
CCCn1c(NCc2cccc(OC)c2OC)nc2ccccc21	-3	15	-7	0.1	1.8	-1.2	1.3	4	4	.	-3
Cc1ccc(-c2noc(CN(C)C(=O)Nc3ccc(F)cc3)n2)cc1	-1	15	-2	0.1	3.2	0.3	1.8	2	4	-11	-3
CCOC(=O)c1cnc2c(C)cc(C)cc2c1NCCCN1CCOCC1	4	9	-1	2.2	.	.	1.1	-8	-4	-11	-6
COc1ccc(C(=O)NCc2nnc(SCC(=O)Nc3cc(OC)ccc3OC)o2)cc1	-3	-9	-4	-0.9	2.7	1.7	-0.7	-13	8	1	-1
O=C1CN2NC(=S)N(c3ccc(Cl)cc3)C2=CN1c1ccc(Cl)cc1	5	1	-1	0.0	3.9	0.6	1.4	-2	-17	-8	0
CCCC(=O)NC(=S)N1CCN(c2ccc([N+](=O)[O-])cc2)CC1	-2	-16	-16	-0.7	3.6	1.0	0.8	-3	-2	738	1
Cc1ccc(NC(=O)CN2CCC(NC(=O)c3cccc(F)c3)CC2)cc1C	-2	-1	-4	-0.8	.	.	2.1	-4	6	0	0
Cn1c(SCC(=O)Nc2ccc3c(c2)CCC3)nnc1C1CC1	1	-10	-5	-3.6	0.7	3.9	1.6	8	8	-18	-2
CC(=O)Nc1ccccc1-c1nc2ccc(C(=O)N3CCN(c4cccc(C)c4)C(C)C3)cc2[nH]c1=O (stereo unspecified)	1	-3	3	2.2	-2.0	-2.1	4.8	-3	5	-11	3
CCn1c(CSc2nc3ccccc3s2)nnc1SCC(=O)c1ccc2c(c1)OCCO2	2	-4	-7	2.1	1.3	-1.7	-1.6	-4	3	4	-2
Cc1nn(CC(=O)Nc2nnc(CC(=O)N3CCCC3)s2)c(=O)c2ccccc12	-1	16	-17	-2.2	-1.0	0.1	3.1	-20	-7	-9	0
COc1ccccc1-c1c(C#N)c(N)nc2c1CCC2	7	5	-4	-1.0	0.0	-1.5	0.7	0	-4	0	0
CCOCCOC(=O)C(C)Sc1n[nH]c(=O)[nH]c1=O (stereo unspecified)	1	-4	-1	-0.1	0.9	2.1	1.7	3	4	9	-1
O=C(NCC(c1ccco1)N1CCCC1)c1ccc(Cl)c(S(=O)(=O)N2CCc3ccccc32)c1 (stereo unspecified)	2	-24	-6	-0.3	-0.8	-2.6	1.0	-6	-11	-10	0
CCCC(c1nnnn1CC(=O)OCC)N(Cc1cc2c(C)cc(C)cc2[nH]c1=O)C1CCCC1 (stereo unspecified)	-3	-14	19*	0.6	2.7	2.0	4.0	7	-8	-6	-2
COC(=O)c1ccc(OC(=O)CCc2cc(OC)c(OC)c(OC)c2)cc1	-2	7	-1	0.9	1.8	1.9	2.6	0	-3	-12	-1
CC12COC3(C(=O)Nc4nccs4)CC1CCC32C (stereo unspecified)	1	-15	-13	0.2	2.2	-2.6	3.4	-12	-2	-10	-1
COc1ccc(CNC(=O)C2CC(c3ccc(C(F)(F)F)cc3)=NO2)cc1 (stereo unspecified)	1	10	-3	-0.3	5.7	-0.5	1.0	-4	7	160	-2
O=C1c2nccnc2C(=O)N1c1ccc(F)cc1	-6	-12	1	1.7	-0.2	-2.0	0.9	-2	-2	12	-1
CC(=O)Nc1ccc(Nc2c([N+](=O)[O-])c(=O)n(-c3ccccc3)c3ccccc23)cc1	0	0	-4	-1.0	-0.4	-0.8	2.6	2	-7	145	5

An excerpt of these results, with bars between the fields.
SMILES | HTR5A ag ctr | HTR5A inv ag | PKA-R2B activ | CDK5 p35 inh | AddAB inh | Ecoli viability | phage Ecoli inh | PKA-R1A act | Tat transport | SUMO Mot1 rescue | DAGLB inh
CC(=O)Nc1ccccc1-c1nc2ccc(C(=O)N3CCN(c4cccc(C)c4)C(C)C3)cc2[nH]c1=O (stereo unspecified) | 1 | -3 | 3 | 2.2 | -2.0 | -2.1 | 4.8 | -3 | 5 | -11 | 3
CCCC(=O)NC(=S)N1CCN(c2ccc([N+](=O)[O-])cc2)CC1 | -2 | -16 | -16 | -0.7 | 3.6 | 1.0 | 0.8 | -3 | -2 | 738 | 1
CCOc1ccc(-c2noc(CCC(=O)NC3CCCCC3)n2)cc1OC | 6 | -13 | -2 | -0.6 | 0.4 | -1.0 | -0.4 | 3 | -7 | 746 | 0
Cc1nn(CC(=O)Nc2nnc(CC(=O)N3CCCC3)s2)c(=O)c2ccccc12 | -1 | 16 | -17 | -2.2 | -1.0 | 0.1 | 3.1 | -20 | -7 | -9 | 0
Cc1ccc(NC(=O)CN2CCC(NC(=O)c3cccc(F)c3)CC2)cc1C | -2 | -1 | -4 | -0.8 | . | . | 2.1 | -4 | 6 | 0 | 0

The list goes on:
SMILES	HTR5A ag ctr	HTR5A inv ag	PKA-R2B activ	CDK5 p35 inh	AddAB inh	Ecoli viability	phage Ecoli inh	PKA-R1A act	Tat transport	SUMO Mot1 rescue	DAGLB inh
CCCCN(C)CCCNC(=O)C1(O)c2ccccc2NC(=O)N1c1ccc(Cl)cc1 (stereo unspecified)	-3	12	7	0.3	-1.4	0.4	0.7	3	-3	-3	0
O=Cc1ccc(F)c([B-](F)(F)F)c1	1	-3	10	0.5	.	.	0.9	4	3	.	-3
Cc1ccc(-c2nn(CC(=O)NCCN3CCOCC3)c(=O)c3ccccc23)cc1	7	12	0	-0.4	1.6	-0.5	-0.3	-3	6	-11	-1
O=C(N/N=C\c1ccc(Sc2ccccn2)o1)c1cccc(Br)c1	0	-2	-1	-0.7	-3.7	-1.3	0.8	-8	6	2	-1
CCOc1ncccc1C(=O)OCC(=O)Nc1cc(C(C)(C)C)ccc1OC	0	-1	-18	-0.4	-0.3	-3.5	-1.1	-11	0	134	-10
NC(N)=N/N=C/c1ccccc1OC(F)F	-3	7	-6	0.4	1.9	-0.3	3.2	-16	-3	-7	2
C#CCOCCOCCOCCNc1nc(N2CCN(C(=O)CCCCCCCCCCNC(=O)Cn3cc(CCCCCN)nn3)CC2)nc(N2CCN(C(=O)CCCCCCCCCCNC(=O)[C@H]([C@@H](C)CC)n3cc(CCCCCN)nn3)CC2)n1	13	-18	-1	6.2	-2.7	-1.3	.	11	40	-7	2
COc1cccc(CN(C)C(=O)Nc2cccc(C(F)(F)F)c2)c1OC	2	-11	7	0.9	2.2	2.0	4.1	8	1	3	-6
Cc1ccc(C)c(N2CCN(C(=O)CCc3nc(-c4ccc(Cl)cc4)no3)CC2)c1	4	-13	-3	0.2	-0.2	-1.8	2.2	-6	8	.	-14
CCCNC(=O)C1CN(S(=O)(=O)c2ccc(C)cc2)c2ccccc2O1 (stereo unspecified)	-2	-17	-6	-0.2	1.5	-0.3	0.8	6	6	367	-1
O=C1C=C(NC(=O)Nc2ccc(Cl)c(Cl)c2)CCC1	-7	19	-4	-0.1	2.5	5.0	6.1	2	-10	2	-2
CC1CCCC(NC(=O)c2ccc3c(c2)NC(=O)CS3)C1C (stereo unspecified)	4	-1	-6	0.8	2.1	-0.2	3.5	2	-3	5	2
O=C(NC(=S)Nc1ccccc1)c1cncc(C#Cc2ccccc2)c1	1	-12	7	-1.3	0.0	0.1	3.3	8	5	-23	-12
Cn1cccc1C(=S)N1CCOCC1	1	5	-3	-1.1	-1.1	-0.8	0.5	5	5	238	-1
Cc1ccnc(SCC(=O)NC2CC2)n1	-2	-20	0	-0.4	2.0	2.3	-0.2	-3	-14	12	-2
Cc1ccc(S(=O)(=O)N2C(=O)c3cccc4cccc2c34)cc1	4	-1	0	9.4	2.2	-0.3	2.8	-15	-5	.	0
Cc1ccc2cc(C=C(C#N)C#N)c(N3CCCCC3)nc2c1	5	-18	-8	-2.5	3.4	-3.9	3.2	2	-2	-13	0
Cc1ccc(N2CCCn3c2cc(C)c(C#N)c3=O)cc1Cl	-7	18	5	3.1	-1.3	-1.2	4.2	4	30	8	0
Cc1[nH]c2ccc(Br)cc2c(=S)c1C/C=C/Cl	0	-9	-3	-0.3	3.1	4.3	7.9	-7	-3	291	1
O=S(=O)(C(=CNc1ccccc1)S(=O)(=O)c1ccccc1)c1ccccc1	4	-2	1	0.3	4.0	0.9	2.9	-8	-1	0	-6
COC(=O)[C@H](CCSC)NC(=O)Cn1cnc(C(=O)Nc2ccc(C)c(C)c2)n1	4	-15	1	0.3	-0.2	0.9	1.5	-4	10	.	0
